Source: PubChem
Scp-1 inhibitor – blocks human Scp-1 phosphatase activity. Q9GZU7. inhibition, % at 20 µM. AID 493091. 0.88% of 340,000 active. Recombinant Scp1, phosphopeptide, malachite green phosphate absorbance;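 active means inhibition above about 50% at 20 µM, limit read from the data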;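 further: plate controls were DMSO wells with enzyme for no effect and wells lacking enzyme for full effect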
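Material – SCP-1 phosphatase catalytic domain, residues 76-261 · Buffer or medium – Acidic Tris acetate buffer with magnesium and detergent · Also added – Phospho 17-mer peptide substrate · Compound – single 20 µM dose, 1% DMSO · Times – 45 min room-temperature reaction, 5 min colour, 30 min stabiliser · Technique – Phosphate-binding colour reagent, absorbance read at 630 nm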
Neddyl block – cullin neddylation inhibition; P61081+Q13564; TR-FRET cullin neddylation, biochemical; calls only at 25 µM; 0.58% of 360,000 active; AID 651699; in the data active means inhibition above about 36%
NadD block – blocks S. aureus nicotinate mononucleotide adenylyltransferase; purified NadD enzyme, colorimetric absorbance read-out; inhibition, % at 20 µM; 0.78% of 360,000 active; in the data active means inhibition above about 26%; further: some compounds past the cut are filed as inactive
Rpn11 inh – inhibitors of human proteasome Rpn11; human 26S proteasome, Ub4-pepOG fluorescence polarization; 20S core pre-blocked with epoxomicin; calls only at 20 µM; 0.59% of 360,000 active;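 active means inhibition at 20 µM, scaled to each plate's controls, above about 33%, limit read from the data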
CSN deneddyl inh – inhibitors of human CSN-mediated cullin deneddylation | Purified CSN, SCF-Nedd8-OG deneddylation, fluorescence polarization | inhibition, % at 12.5 µM | 0.38% of 360,000 active | AID 651999;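 active means pattern-corrected inhibition above about 35%, with an unprinted fluorescence ratio check between 0.5 and 1.5, limit read from the data, passing the limit was not always enough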;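 further: 0% = enzyme with substrate and 100% = substrate without enzyme; some results filed as inactive read as strong as hits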
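assay system = purified human Csn5 enzyme expressed in HEK293T cells | amount = 0.24 nM enzyme | buffer or medium = Tris/NaCl/DTT buffer, pH 7.5 | reagent = 10 nM SCFSkp2-Nedd8OG | compound = one concentration, 12.5 µM, 0.25% DMSO | times = 90 min reaction at room temperature | signal = FP | read-out basis = % inhibition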
LMPTP inh – LMPTP (human) inhibition. P24666. recombinant LMPTP-A, OMFP fluorogenic substrate, fluorescence intensity. inhibition, % at 20 µM. 0.22% of 360,000 active. AID 651560;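 active means compounds that cut the enzyme signal by at least half of the control window in the single-dose screen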;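 further: plate controls were DMSO wells with enzyme plus substrate for no effect and substrate without enzyme for full effect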
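test system = LMPTP-A | amount = 0.625 nM LMPTP-A final | reagent = fluorogenic phosphatase substrate OMFP at 400 µM final | incubation = 50 min at room temperature | benchmarks = no-enzyme low control, uninhibited high control | medium = Bis-Tris pH 6.0, DTT, detergent | signal = fluorescence intensity of OMFP turnover product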
DNMT1 block – DNMT1 (human) enzyme inhibition; DNMT1 molecular beacon, Hinp1I cleavage, fluorescence; inhibition (reported as % activation of signal), % at 10 µM; 0.83% of 360,000 active; in the data active means inhibition above about 50%
SUMO1 PPI mod – SUMO1-SIM interaction modulation; P63165; inhibition, % at 20 µM; SUMO1 binding to a labelled peptide, TR-FRET, 1 h; 0.33% of 360,000 active; in the data active means inhibition above about 37%
Rin1-Abl PPI inh – blocks binding of human Rin1 to Abl | TR-FRET Rin1/Abl binding, biochemical | inhibition, % at 7.35 µM | 0.4% of 360,000 active; in the data active means inhibition above about 5%, passing the limit was not always enough
Target sequence (P00519 whole entry, looked up): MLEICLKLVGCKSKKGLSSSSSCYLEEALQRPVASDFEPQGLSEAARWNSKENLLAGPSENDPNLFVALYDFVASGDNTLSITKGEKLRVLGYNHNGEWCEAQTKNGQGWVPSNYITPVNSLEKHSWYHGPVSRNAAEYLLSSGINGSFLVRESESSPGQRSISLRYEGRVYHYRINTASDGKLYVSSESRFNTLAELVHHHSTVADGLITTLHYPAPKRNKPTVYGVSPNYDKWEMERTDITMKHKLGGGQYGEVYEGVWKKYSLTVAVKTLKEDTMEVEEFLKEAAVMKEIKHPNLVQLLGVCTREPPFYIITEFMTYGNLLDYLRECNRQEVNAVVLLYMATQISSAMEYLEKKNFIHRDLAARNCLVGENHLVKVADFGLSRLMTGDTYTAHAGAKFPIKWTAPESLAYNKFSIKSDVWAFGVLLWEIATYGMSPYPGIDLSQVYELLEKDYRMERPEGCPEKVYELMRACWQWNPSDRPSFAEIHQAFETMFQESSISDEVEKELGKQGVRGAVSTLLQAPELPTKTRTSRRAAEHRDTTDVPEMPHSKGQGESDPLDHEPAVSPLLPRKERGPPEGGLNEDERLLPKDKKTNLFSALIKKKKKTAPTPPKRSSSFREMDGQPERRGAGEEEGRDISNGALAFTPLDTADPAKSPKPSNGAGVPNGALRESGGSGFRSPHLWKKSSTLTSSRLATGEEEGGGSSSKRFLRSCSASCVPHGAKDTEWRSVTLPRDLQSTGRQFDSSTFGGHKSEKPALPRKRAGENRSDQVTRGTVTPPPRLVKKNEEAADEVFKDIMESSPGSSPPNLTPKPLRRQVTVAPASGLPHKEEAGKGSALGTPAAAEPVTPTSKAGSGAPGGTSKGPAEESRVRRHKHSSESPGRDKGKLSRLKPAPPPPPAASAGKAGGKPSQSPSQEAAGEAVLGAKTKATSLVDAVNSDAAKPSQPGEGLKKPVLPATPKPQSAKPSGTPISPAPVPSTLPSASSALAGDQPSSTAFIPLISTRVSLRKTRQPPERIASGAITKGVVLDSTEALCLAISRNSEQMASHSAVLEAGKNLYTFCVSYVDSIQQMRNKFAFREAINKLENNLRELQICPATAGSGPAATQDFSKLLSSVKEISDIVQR
Target sequence (Q13671 whole entry, looked up): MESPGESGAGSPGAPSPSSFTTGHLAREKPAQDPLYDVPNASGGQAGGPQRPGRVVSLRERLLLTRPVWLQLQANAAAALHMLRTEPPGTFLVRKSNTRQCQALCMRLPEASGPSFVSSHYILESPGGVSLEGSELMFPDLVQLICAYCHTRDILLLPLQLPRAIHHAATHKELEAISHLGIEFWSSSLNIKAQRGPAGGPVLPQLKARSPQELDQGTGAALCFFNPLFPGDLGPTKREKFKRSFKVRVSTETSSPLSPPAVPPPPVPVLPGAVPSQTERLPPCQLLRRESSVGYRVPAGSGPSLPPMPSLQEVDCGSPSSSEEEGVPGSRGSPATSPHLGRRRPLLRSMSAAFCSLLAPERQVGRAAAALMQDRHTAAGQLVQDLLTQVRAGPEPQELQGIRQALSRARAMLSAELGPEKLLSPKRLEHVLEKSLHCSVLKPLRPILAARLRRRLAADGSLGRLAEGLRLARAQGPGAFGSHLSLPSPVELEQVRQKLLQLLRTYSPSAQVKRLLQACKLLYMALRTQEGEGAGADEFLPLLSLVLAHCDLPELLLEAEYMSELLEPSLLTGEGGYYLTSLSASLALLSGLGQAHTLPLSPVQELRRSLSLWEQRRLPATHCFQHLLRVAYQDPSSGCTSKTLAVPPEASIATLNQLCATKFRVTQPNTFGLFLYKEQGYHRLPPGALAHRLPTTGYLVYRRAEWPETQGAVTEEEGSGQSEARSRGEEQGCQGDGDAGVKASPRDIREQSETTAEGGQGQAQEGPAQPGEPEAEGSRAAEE
STEP block – blocks human striatal-enriched tyrosine phosphatase | P54829 | recombinant STEP, OMFP fluorogenic substrate, fluorescence | inhibition, % at 20 µM | 0.25% of 360,000 active | AID 588621;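 active means inhibition at 20 µM, scaled per plate between control wells, above about 37%, limit read from the data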;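 further: 0% = DMSO with enzyme and substrate and 100% = substrate only without enzyme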
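Test system: STEP tyrosine phosphatase / Reagent: OMFP at 25 µM / Doses: 20 µM, 1% DMSO / Read-out: percent inhibition scaled to no-enzyme and uninhibited-enzyme controls, plate-pattern corrected / Detection: FITC-channel fluorescence of OMFP product / Medium: Bis-Tris buffer pH 6.0, 2.5 mM DTT, 0.005% Tween 20 / Schedule: 20 min at room temperature, dark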
* = called active by the depositor; i = inactive; nt = no result given; + = active, no number.

Scp-1 inhibitor	Neddyl block	NadD block	Rpn11 inh	CSN deneddyl inh	LMPTP inh	DNMT1 block	SUMO1 PPI mod	Rin1-Abl PPI inh	STEP block	SMILES
-4	i	6	i	-1	9.2	-1	0	4	3	CCCCCCCC(=O)N1CCN(c2cc3c(cc2F)c(=O)c(C(=O)O)cn3CC)CC1
nt	i	nt	nt	0	1.3	nt	-3	nt	nt	CCCCNC(=O)C[C@@H]1C[C@@]2(C(=O)OC)CC(C)(C)CC=C2N(Cc2ccccc2)C1=O
-2	i	-2	i	0	-1.7	14	1	3	2	CC(C)(C)OC(=O)N[C@@H](/C=C/c1ccccc1)C(=O)OC(C)(C)C
17	i	31*	+	-3	5.7	-4	-5	3	0	Cc1ccc2nc(/N=C(\N)NC(=O)N3c4ccccc4Sc4ccccc43)nc(C)c2c1
-6	i	5	i	-1	-0.6	0	-1	3	2	CS(=O)(=O)N(Cc1ccccc1)c1ccccn1
-6	i	2	i	0	-1.1	1	0	4	-1	COc1cccc(-c2nnn(CC(=O)N3CCCCC3)n2)c1
-10	i	-1	i	2	-1.3	-1	-5	5	-3	Cc1ccc(/C=N/NC(=O)c2ccncc2)cc1
-7	i	-4	i	6	1.0	-6	-26	-4	-1	O=C(N/N=C/c1ccc(Br)s1)c1ccccc1[N+](=O)[O-]
18	i	-7	i	-7	0.7	-8	-4	1	0	CC(=O)Nc1ccc(S(=O)(=O)N2CCN(CC(O)COc3ccc4ccccc4c3)CC2)cc1 (centres undefined)
3	i	0	i	-2	1.3	-2	-14	0	2	O=C(COC(=O)c1cc(=O)[nH]c2ccccc12)NCc1cccc(Cl)c1
-12	i	-8	i	-4	-1.3	0	-14	-1	-2	C=CCN1N=C(/C=C/c2ccc(OC)cc2)CCC1=O
-6	i	3	i	-7	-1.1	0	-2	-1	2	CC/C=C/C(=O)N1CC2(CC(c3cccc(NC(=O)c4ccccc4)c3)=NO2)C[C@@H]1C(N)=O (some centres undefined)
0	i	-6	i	1	0.0	5	5	-3	-1	CC(C)NC(=O)CSCc1c(Cl)cccc1Cl
-7	i	-2	i	5	-0.3	5	-16	5	1	CCOc1cc(/C=C2\CN(CC)C/C(=C\c3ccc(O)c(OCC)c3)C2=O)ccc1O
-5	i	-14	i	1	1.5	3	-3	3	0	O=S1(=O)N[C@H](c2ccccc2)C[C@H](c2ccc(C(F)(F)F)cc2)O1
-6	i	1	i	3	0.4	3	3	0	-1	CCOC(=O)[C@H]1[C@H]2COc3ccc(C)cc3[C@@H]2N2C(=O)c3cc(C)ccc3NC(=O)[C@@]12C
-13	i	-5	i	-7	-1.1	0	-2	-1	0	O=C(N/N=C/c1ccccc1O)/C(=C/c1ccccc1)CCO
-1	i	-6	i	0	0.0	6	2	-6	-2	O=C(NNc1nc2ccccc2s1)c1ccccc1F
-1	i	-1	i	8	0.1	-5	3	3	0	CCc1ccc(OCc2cnc(Cl)s2)cc1
6	i	5	i	0	0.4	2	-7	1	2	O=C(O)C1=C[C@H](c2cccs2)C[C@H](OCCCCO)O1
-8	i	6	i	-1	1.6	20	2	-2	4	COc1nc(SC)nc(Cl)c1Cc1ccc(OC(C)C)cc1
0	i	-2	i	2	-0.3	-2	1	-1	2	O=C(CN1C(=O)c2ccccc2S1(=O)=O)N1CCc2ccccc21
1	i	8	i	-1	0.5	1	5	-2	-1	Cc1cccc2cc(CN(CCCO)C(=O)Nc3cccc(Cl)c3)c(=O)[nH]c12
0	i	-3	i	-3	79*	-10	-19	-4	0	CCc1nc(N)nc(N)c1-c1ccc(N(C)Cc2ccccc2)c([N+](=O)[O-])c1
0	i	9	i	-3	-0.9	-2	-21	0	-4	CC(=O)Nc1ccc(NC(=O)CCNS(=O)(=O)c2cccc3nsnc23)cc1
-10	i	-4	i	3	0.9	-1	-5	3	-1	O=C(C1CC(=O)N(C2CCCC2)C1)N1CCN(c2ccccc2F)CC1 (centres undefined)
-1	i	-5	i	4	0.4	2	5	3	0	CC(NCC(=O)NC(=O)NC1CCCC1)c1ccc(Cl)cc1Cl (centres undefined)
6	i	4	i	-5	0.6	5	-1	3	2	O=C(O)C1C2C=CC(O2)C1C(=O)NCCc1cccc(Cl)c1 (centres undefined)
-7	i	0	i	-5	0.6	-4	2	2	-1	COc1ccc(CC(=O)OCc2csc(CC(=O)Nc3ccc(C)cc3)n2)cc1
1	i	-9	i	1	0.4	-4	6	0	0	COc1ccc(-c2ccnc(-c3ccc(O)cc3)n2)cc1
-6	i	1	i	7	0.2	1	-10	-3	1	COCCCNC(=O)CCCn1c(=O)c2ccccc2n(Cc2cccc([N+](=O)[O-])c2)c1=O
-4	i	1	i	2	-2.9	3	0	1	-1	Cc1cc(C)c(Nc2ncnc(N)n2)c(C)c1
-17	i	-7	i	1	-1.5	1	7	0	4	O=C(Cc1ncc(C(F)(F)F)cc1Cl)NNc1cccc(F)n1
-9	i	-13	i	-4	1.2	0	5	0	3	COCCN(C(=O)c1ccccc1F)c1nnc(-c2ccc(OC)cc2)s1
-7	i	-3	i	5	0.2	-2	4	-2	-3	O=C(N/N=C/c1cccc([N+](=O)[O-])c1)c1cccc(Br)c1
4	i	3	i	1	-2.0	1	0	0	1	O=C(CCc1nnc(C2CCCCC2)o1)NCCCOc1cccnc1
-3	i	4	i	-1	-1.6	-10	-3	-4	-1	CCc1cc(/C(Cc2ccccn2)=N\Nc2ccccc2)c(O)cc1O
-7	i	-9	i	2	-1.4	-2	2	1	-4	O=C(c1ccccc1-c1nc(-c2ccc(F)cc2)no1)N1CCCC1
-7	i	5	i	0	-0.8	-1	-12	1	0	COc1cc(NC(=O)CCc2nnc3ccc(N4CCN(c5cccc(OC)c5)CC4)nn23)cc(OC)c1
-2	i	3	i	3	-0.1	6	18	-3	1	CCCn1c(=O)c2c(nc3n2CCN3Cc2ccco2)n(C)c1=O
8	i	9	i	-4	-2.9	2	-2	-1	-2	COc1ccc(CC(=O)Nc2nc3n(n2)C(c2ccccc2)CC(=O)N3)cc1OC (centres undefined)
0	i	-5	i	4	1.2	0	-1	4	0	O=C1COc2ccc3ccccc3c2CN1
-5	i	-2	i	1	-1.2	5	-12	1	-2	O=C1NC(c2ccccc2)=N/C1=C/c1ccco1
1	i	-5	i	-1	6.7	-10	3	-4	1	C=CCc1cccc(CNc2nc3ccccc3n2CCC)c1O
-2	i	-1	i	-5	-0.8	2	0	1	-5	Cc1cc(OC(=O)c2ccccc2Br)cc(=O)n1C
-11	i	1	i	1	-2.1	4	2	2	0	Cc1nnc(SCc2cc(=O)[nH]c(N3CCN(C)CC3)n2)s1
-3	i	-3	i	2	-1.6	0	0	2	2	CC(=O)Nc1ccc(S(=O)(=O)NC2(C(F)(F)F)C(=O)Nc3c2c(=O)[nH]c(=O)n3C)cc1 (centres undefined)

Entries of single compounds, quoted from the list.
Listed for O=C1NC(c2ccccc2)=N/C1=C/c1ccco1 = Scp-1 inhibitor: -5; Neddyl block: i; NadD block: -2; Rpn11 inh: i; CSN deneddyl inh: 1; LMPTP inh: -1.2; DNMT1 block: 5; SUMO1 PPI mod: -12; Rin1-Abl PPI inh: 1; STEP block: -2
Listed for O=S1(=O)N[C@H](c2ccccc2)C[C@H](c2ccc(C(F)(F)F)cc2)O1 = Scp-1 inhibitor: -5; Neddyl block: i; NadD block: -14; Rpn11 inh: i; CSN deneddyl inh: 1; LMPTP inh: 1.5; DNMT1 block: 3; SUMO1 PPI mod: -3; Rin1-Abl PPI inh: 3; STEP block: 0

Some entries already given with just CSN deneddyl inh and STEP block:
| SMILES | CSN deneddyl inh | STEP block |
| --- | --- | --- |
| O=C(O)C1=C[C@H](c2cccs2)C[C@H](OCCCCO)O1 | 0 | 2 |
| COc1nc(SC)nc(Cl)c1Cc1ccc(OC(C)C)cc1 | -1 | 4 |
| O=C(CN1C(=O)c2ccccc2S1(=O)=O)N1CCc2ccccc21 | 2 | 2 |
| Cc1cccc2cc(CN(CCCO)C(=O)Nc3cccc(Cl)c3)c(=O)[nH]c12 | -1 | -1 |
| CCc1nc(N)nc(N)c1-c1ccc(N(C)Cc2ccccc2)c([N+](=O)[O-])c1 | -3 | 0 |
| CC(=O)Nc1ccc(NC(=O)CCNS(=O)(=O)c2cccc3nsnc23)cc1 | -3 | -4 |
| O=C(C1CC(=O)N(C2CCCC2)C1)N1CCN(c2ccccc2F)CC1 (centres undefined) | 3 | -1 |

Individual results from the results shown.
STEP block, O=C1NC(c2ccccc2)=N/C1=C/c1ccco1 reads -2
DNMT1 block, C=CCc1cccc(CNc2nc3ccccc3n2CCC)c1O reads -10
